High-throughput results: PubChem, National Center for Advancing Translational Sciences (NCATS)
FLuc counter: counter-screen for miR-21 project: firefly luciferase inhibitors or activators; purified FLuc, Km substrates, luminescence inhibition; P08659; Potency, µM (highest dose often 57.5 µM), for inactives: at the top dose activity change, negative = inhibition, most hits filed as inhibitors; 360,000 compounds, 6.9% hits;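 further: potency means the concentration at half of the fitted maximal effect; plate controls were vehicle for no effect and reference inhibitor for full effect; nearly all actives have a fitted effect of over 55% in size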
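Purified P. pyralis luciferase (10nM final) with 10uM D-luciferin and 10uM ATP (Km levels) in 50mM Tris acetate pH 7.5, 10mM Mg acetate, 0.01% Tween-20, 0.05% BSA; qHTS 6-point titration, ~60 µM downward; luminescence read.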
Coupling enz: coupling enzyme interference in Giardia aldolase counter-screen. activity change, negative = inhibition, % at 58.2 µM, hits read low. 290,000 compounds, 0.67% hits. coupling enzyme system counterscreen, AmpLite Red fluorescence; in the data active means activity change below about -30%; further: on the % scale 0 is the no-effect control and ±100 the full control effect
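Coupling enzymes only (glyceraldehyde-3-phosphate) + compound, at 57.5 uM final, 10 min RT; add substrate/coupling/AmpLite Red mix, 20 min RT; fluorescence ex 525/em 598 nm. Actives flag coupling-system interference.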
Tb PFK inh: blocks T. brucei phosphofructokinase. O15648. T. brucei PFK, ADP-Glo luminescence. Potency, µM (highest dose often 57.5 µM), inactives show at the highest dose activity, negative = inhibition, actives largely listed as inhibitors. 330,000 compounds, 0.17% hits. AID 485367;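 further: potency means the concentration at half of the fitted maximal effect; 0% = uninhibited 1x PFK enzyme wells and -100% = no-enzyme wells; nearly all actives have a fitted effect of over 60% in size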
Target sequence (O15648 whole entry, looked up): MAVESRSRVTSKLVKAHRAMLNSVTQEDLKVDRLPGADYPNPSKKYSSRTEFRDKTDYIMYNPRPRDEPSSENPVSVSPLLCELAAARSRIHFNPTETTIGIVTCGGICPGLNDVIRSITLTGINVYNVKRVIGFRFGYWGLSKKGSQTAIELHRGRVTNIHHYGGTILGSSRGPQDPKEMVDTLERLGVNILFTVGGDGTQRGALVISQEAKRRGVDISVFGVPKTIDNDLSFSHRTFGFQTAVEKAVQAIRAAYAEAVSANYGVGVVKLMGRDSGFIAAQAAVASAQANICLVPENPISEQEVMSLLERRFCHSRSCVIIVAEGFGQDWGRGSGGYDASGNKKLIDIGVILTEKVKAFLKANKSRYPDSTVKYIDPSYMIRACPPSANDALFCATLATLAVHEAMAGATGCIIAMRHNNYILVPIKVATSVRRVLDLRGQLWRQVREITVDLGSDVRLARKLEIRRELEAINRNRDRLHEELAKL
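Compounds were pin-transferred as a titration series up to 57 uM into substrate buffer (0.5 mM F6P, 0.1 mM ATP, pH 8.0), then 1.25 nM PFK was added and reactions ran 45 min before ADP-Glo detection.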
NPC1 promoter act: NPC1 promoter activation; Huh7 NPC1 promoter luciferase reporter, 24 h; Potency, µM (series often up to 9.22 µM), for inactives: at the highest dose activation, hits mostly activators; 320,000 compounds, 2.4% hits; AID 485313;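 further: potency means the concentration at half of the fitted maximal effect; % of control where 0% means no effect; nearly all actives have a fitted effect of over 60% in size; reporter is driven by a mutant NPC1 promoter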
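Cells: Huh7 expressing luciferase under the NPC1 promoter, 1500/well. Seeded 2 h, compound added, incubated 24 h at 37 °C. Luciferase reagent, 10 min ambient, then luminescence.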
ELG1 genotoxic: inducers of genotoxicity in HEK293T ELG1-luciferase cells. HEK293T ELG1-luciferase reporter, luminescence, 16 h. Potency, µM (titrated, usually from 46 µM), for the others: at the top dose activity change, positive = activation, hits mostly activators. 330,000 compounds, 1.3% hits. AID 504466; further: potency means the concentration at half of the fitted maximal effect; % of control where 0% means no effect; nearly all actives have a fitted effect of over 60% in size
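HEK293T cells expressing luciferase-tagged ELG1 were exposed to compound or DMSO vehicle for 16 hr at 37 °C and 5% CO2. Luciferase activity was then measured with ONE-Glo after 30 min at room temperature.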
Rab9 promoter act: activates the Rab9 promoter | Huh7 Rab9 promoter-luciferase reporter, luminescence, 24 h | Potency, µM (titrated, usually from 9.22 µM), without a hit: top-dose activation, negative = inhibition, most hits filed as activators | 320,000 compounds, 2.8% hits; further: potency means the concentration at half of the fitted maximal effect; % of control where 0% means no effect; nearly all actives have a fitted effect of over 60% in size
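Huh7 reporter line, Rab9 promoter upstream of luciferase. Compound exposure 24 h at 37 °C in reduced-serum medium with 10% FBS. Read-out: luminescence.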
KCNH2 3.1 inh: KCNH2 3.1 (human) potassium channel inhibition; U2OS KCNH2 3.1, thallium flux FluxOr; active compounds read low; activity change, % (tested at about 1.8 µM); 340,000 compounds, 0.95% hits; AID 720553;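 active means maximum activity change below -70%; inconclusive means maximum activity change from -70% to -50%; inactive means maximum activity change above -50%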;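 further: thallium influx rate constant from kinetic fluorescence after stimulation buffer; on the % scale 0 is the no-effect control and ±100 the full control effect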
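Thallium flux read-out: FluxOr dye with Red40 quencher in HBSS/HEPES, 45 min at RT. Rate constants from kinetic reads were normalized to positive and negative DMSO controls. Cells: U2OS virally expressing the 3.1 isoform.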
Giardia killer: kills Giardia lamblia; 340,000 compounds, 0.15% hits; activity change, % at 7.66 µM, hits read low; Giardia lamblia trophozoite viability; in the data active means activity change below about -80%; inconclusive means between about -30% and that limit;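 further: parasites exposed to compound for two days anaerobically before the ATP read; on the % scale 0 is the no-effect control and ±100 the full control effect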
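Each well holds 100 Giardia trophozoites and compound. After two days (48 hrs) at 37 deg C in anaerobic conditions, ATP is quantified by luminescence.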
uPA surface inh: cell surface uPA generation inhibition; Potency, µM (doses to about 38.3 µM), without a hit: top-dose activity change, negative = inhibition, most hits filed as inhibitors; AID 540303; cell surface uPA generation assay, qHTS; 330,000 compounds, 0.31% hits; active means well fitted inhibition curve with a large enough effect; inconclusive means small, poorly fitted or top-dose-only effect; inactive means no such curve, though single readings can be large or run the other way; tested in mouse RAW 264.7 cells; further: potency means the concentration at half of the fitted maximal effect; on the % scale 0 is the no-effect control and ±100 the full control effect; nearly all actives have a fitted effect of over 55% in size
RORgamma inh: inhibitors of mouse ROR gamma transcriptional activity | Drosophila S2 Gal4-RORgamma UAS-luciferase reporter, 20 h | Potency, µM (series often up to 53.6 µM), for the others: at the top dose activity change, negative = inhibition, actives largely listed as inhibitors | 310,000 compounds, 5.4% hits | AID 2551; further: potency means the concentration at half of the fitted maximal effect; on the % scale 0 is the no-effect control and ±100 the full control effect; nearly all actives have a fitted effect of over 60% in size
Target sequence (P51450 whole entry, looked up, the tested form may be a part): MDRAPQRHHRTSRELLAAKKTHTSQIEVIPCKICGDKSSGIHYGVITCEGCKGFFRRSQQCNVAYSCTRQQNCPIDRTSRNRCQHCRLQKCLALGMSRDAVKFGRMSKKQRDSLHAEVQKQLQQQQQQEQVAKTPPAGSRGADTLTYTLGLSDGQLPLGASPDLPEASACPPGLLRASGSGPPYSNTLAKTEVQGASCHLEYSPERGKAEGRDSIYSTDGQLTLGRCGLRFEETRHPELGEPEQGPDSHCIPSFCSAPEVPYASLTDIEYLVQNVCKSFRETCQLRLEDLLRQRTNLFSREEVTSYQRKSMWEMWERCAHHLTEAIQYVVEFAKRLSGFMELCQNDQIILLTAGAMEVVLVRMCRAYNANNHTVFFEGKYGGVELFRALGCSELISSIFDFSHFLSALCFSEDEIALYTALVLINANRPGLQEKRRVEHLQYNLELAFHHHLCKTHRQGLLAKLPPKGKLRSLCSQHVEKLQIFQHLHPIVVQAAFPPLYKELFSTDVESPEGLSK
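Luminescence from a UAS-regulated Photinus luciferase reporter in stably transfected Drosophila Schneider cells is measured; decreased signal marks ROR gamma inhibition. Fusion expression is induced by 700 uM copper sulfate for 20 hr.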
VP16 counter: Gal4-VP16 reporter inhibition counter-screen | Drosophila S2 Gal4-VP16 UAS-luciferase, luminescence, 20 h | Potency, µM (top dose mostly 53.6 µM), without a hit: at the top dose activity, negative = inhibition, actives largely listed as inhibitors | 310,000 compounds, 3.5% hits | AID 2546;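 further: Gal4-VP16 expression switched on by copper sulfate through the metallothionein promoter; potency means the concentration at half of the fitted maximal effect; on the % scale 0 is the no-effect control and ±100 the full control effect; nearly all actives have a fitted effect of over 50% in size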
An asterisk follows results filed as active; ? = inconclusive; · = not tested or not shown; & = joins results of further samples; [ ] = dose if it differs, or a comment. Unless noted, the call rests on the fitted dose curve; in most records, active means well fitted curve in the direction sought with a large enough effect; inconclusive means small, poorly fitted or top-dose-only effect, or another doubt; inactive means no such curve, though single readings can be large; an effect the other way counts as inactive or inconclusive.

SMILES	FLuc counter	Coupling enz	Tb PFK inh	NPC1 promoter act	ELG1 genotoxic	Rab9 promoter act	KCNH2 3.1 inh	Giardia killer	uPA surface inh	RORgamma inh	VP16 counter
Nc1c(C(=O)NCc2ccc3c(c2)OCO3)nnn1Cc1cccc(F)c1	0%	0	-6%	-4%	3%	7%	-24	-6	0%	42%	-3%
C/C(=N\NC(=O)c1ccccc1C)c1ccc(NC(=O)c2cccs2)cc1	?	4	2%	22%	?	?	-8	20	-6%	?	15%
O=C(COC(=O)C1CCN(/C=C/C(=O)C(F)(F)F)CC1)Nc1cccc(F)c1	-1%	0	-8%	-1%	1%	-3%	10	2	-7%	-5%	14%
COc1ccc(-c2oc3ccccc3c2C#CC(C)(C)O)cc1	-12%	·	2%	-8%	-4%	-1%	4	6	0%	·	·
COc1ccc(-c2nsc3c(N4CCN(S(=O)(=O)c5ccccc5)CC4)ncnc23)cc1	-1%	-2	0%	-3%	4%	-8%	·	·	·	4%	6%
O=C(O)Cn1cc(C(=O)c2ccco2)c2ccccc21	-10%	-1	0%	-1%	-8%	-3%	-14	-12	0%	5%	4%[0.365 µM]
COc1ccc(NC(=O)CN(C)S(=O)(=O)c2cccc3nsnc23)cc1OC	-1%	3	1%	1%	-4%	2%	5	-19	1%	21%	-15%
NS(=O)(=O)c1ccc(CCNC(=O)NC2CCCCC2)cc1	-3%	3	4%	-7%	2%	-4%	-4	4	-16%	7%	-1%
COc1ccccc1OCCC(=O)OCC(=O)Nc1cccc(Br)c1	-1%	1	-4%	-4%	4%	3%	-3	12	4%	?	-7%
Cc1nn(-c2cccc(Cl)c2)nc1C(=O)Nc1cccc(C(=O)NC2CC2)c1	-1%	·	1%	2%	-4%	-1%	-16	-12	15%	·	·
Cc1ccc(NC(=O)CC2S/C(=N/c3nccs3)N(C)C2=O)cc1C (stereo not given)	5%	0	2%	-2%	8%	-2%	12	8	3%	-12%	-18%
Cc1ccc(N/C=C/C(=O)c2ccco2)c(O)c1	0.76µM*	-6	2%	3.2µM*	3.7µM*	1.8µM*	1	24	?	-42%	-22%
O=S(=O)(Nc1ccccc1C(F)(F)F)c1ccc(-c2ccccn2)s1	0%	11	3%	-4%	-5%	-3%	5	1	12%	-2%	3%
O=c1c(Cl)c(N2CCN(c3ccccc3)CC2)cnn1C12CC3CC(CC(C3)C1)C2	-1%	0	7%	-2%	-2%	-3%	6	9	-6%	2%	7%
O=C(NCc1ccco1)/C(=C\c1ccco1)NC(=O)c1ccccc1Cl	-1%	-4	0%	-3%	-1%	8%	9	6	-3%	-9%	22%
COC(=O)c1ccc2c(=O)n(-c3ccccc3)c(SCN3C(=O)c4ccccc4C3=O)nc2c1	7%	2	-3%	-9%	1%	-5%	-4	-3	3%	-3%	3%
COc1ccc(C(=O)CSc2nnc(CNC(=O)c3ccc(OC)cc3)n2C)cc1	-18%	3	0%	0%	3%	1%	7	14	4%	21%	18%
COc1ccccc1N1CCN(C(=O)c2cc(-c3ccc(Cl)c(Cl)c3)on2)CC1	5%	3	2%	-4%	3%	-2%	-2	3	·	-12%	6%
O=C(O)C1[C@H]2C(=O)N(Cc3cccs3)C[C@]23C=C[C@H]1O3 (stereo not given in full)	0%	0	3%	0%	0%	3%	-11	3	-3%	-14%	1%
C=CCn1c(-c2sc3nc(C)cc(C)c3c2N)n[nH]c1=S	?	1	5%	-3%	14%	-3%	-6	-5	-1%	?	-4%
COc1cc(SC)ccc1C(=O)Nc1cccc(S(=O)(=O)NC2=NCCCCC2)c1	?	·	0%	-6%	-6%	-7%	-10	2	2%	·	·
CCCCc1cc(=O)oc2c(C)c(OCC(=O)N3CCC(C(=O)O)(c4ccccc4)CC3)ccc12	-3%	5	-6%	0%	1%	-1%	0	-3	2%	7%	12%
O=C(CCCN1C(=O)/C(=C\c2ccco2)SC1=S)Nc1cccc2ccccc12	-3%	-13	?	-3%	-4%	-4%	4	-2	-4%	?	?
Cc1ccc(NC(=O)CSc2n[nH]c(-c3ccco3)n2)cc1	-19%	-3	4%	4%	?	?	0	10	0%	17%	27%
CC1(c2ccccc2Br)NC(=O)N(CC(=O)Nc2ccc(S(N)(=O)=O)cc2)C1=O (stereo not given)	0%	1	5%	1%	5%	-1%	13	24	3%	?	22%

Next section:
SMILES	FLuc counter	Coupling enz	Tb PFK inh	NPC1 promoter act	ELG1 genotoxic	Rab9 promoter act	KCNH2 3.1 inh	Giardia killer	uPA surface inh	RORgamma inh	VP16 counter
CCOc1ccc(NC(=O)CN(C)C(=O)c2cccnc2Sc2ccc(Cl)cc2)cc1OCC	6%	·	-7%	-5%	-2%	-3%	2	3	-5%	·	·
COC(C[C@@H](O)CC(=O)COCc1ccccc1)OC	-1%	4	-3%	-37%[inhibitor]	6%	-3%	·	-11	13%	-21%	-12%
COC(=O)[C@H](Cc1ccccc1)NC(=O)NC(C)CCc1ccccc1 (stereo not given in full)	5%	3	0%	-6%	-3%	-6%	6	11	?	11%	9%
Cc1cc(C)n2nc(C(=O)Nc3cccc(S(=O)(=O)N(C)c4ccccc4)c3)nc2n1	-11%	5	1%	-2%	-4%	-4%	-3	-1	-1%	34%	0%
Cc1ccc2cc(CN(CCCN3CCOCC3)C(=O)NC3CCCCC3)c(=O)[nH]c2c1C	2%	4	-2%	-1%	3%	16%	-1	-11	·	3%	-2%
O=c1c2[nH]c3ccc(Br)cc3c2ncn1Cc1ccncc1	-4%	3	0%	-5%	-7%	-1%	-6	8	6%	1%	-7%
O=C(Nc1cccc(NC(=O)c2ccc(-c3ccc(Br)cc3)o2)c1)c1ccco1	2.7µM*	1	-4%	19%	-7%	19%	·	8	-12%	?	-23%
CC(NS(C)(=O)=O)C(c1cccs1)N1CCN(c2ccc(F)cc2)CC1 (stereo not given)	0%	1	3%	-1%	-2%	-10%	-15	5	·	-16%	0%
COc1ccc(N(C(C)C(=O)Nc2cccnc2)S(C)(=O)=O)cc1 (stereo not given)	-1%	-1	0%	0%	2%	1%	5	-3	0%	6%	8%
Cc1nc2cc(-c3ccccc3)[nH]n2c(=O)c1C	13µM*	0	0%	-35%[inhibitor]	21µM*	?	2	2	-9%	?	-16%
Cc1ccc(NC(=O)CSc2nc3ccccc3c3nc4ccccc4n23)cc1	4%	5	-9%	-16%	5%	-11%	-19	19	·	-34%	-15%
CN(C(=O)c1ccncc1)c1nnc(-c2cnccn2)s1	-7%	1	-1%	0%	1%	0%	1	-2	1%	18%	16%
CCOC(=O)c1c(NC(=O)Cn2nnc(-c3ccc(Cl)cc3)n2)sc(C)c1C	9%	3	6%	-2%	0%	3%[1.84 µM]	0	-5	-9%	-7%	1%
CCOC(=O)N1CCC2(CC1)C(C#N)=C(N)OC1=C2C(=O)CC(C)C1 (stereo not given)	1%	2	10%	0%	3%	3%	4	-16	4%	8%	1%
CCOC(=O)c1c(NC(=O)CSc2nnnn2C)sc(C(=O)N(C)C)c1C	3%	0	3%	-2%	4%	11%	0	-2	-5%	2%	10%
CCc1ccc(NC(=O)CS(=O)CC(=O)Nc2ccc(N3CCOCC3)cc2)cc1 (stereo not given)	4%	0	-3%	-4%	?	6%	12	26	-5%	-20%	-12%
CCOC(=O)c1c(-c2ccccc2)oc2ccc(OCC(O)CN(C)C)cc12 (stereo not given)	-1%	0	14%	-2%	10%	-2%	-3	-3	4%	?	-27%
NC(=O)C1CCN(c2nc(-c3ccccc3-c3ccccc3)cs2)CC1	3%	·	-6%&-2%	-3%	2%	-1%	·	8	10%	·	·
Cc1cccc(C)c1N1C(=O)CC(N(O)c2ccccc2)C1=O (stereo not given)	-1%	2	-1%	-2%	-1%	-4%	0	9	2%	11µM*	-1%
Cc1sc2ncnc(SCC(=O)NNC(=O)c3ccco3)c2c1C	-6%	1	11%	-6%	-3%	0%	-4	?	5%	?	-4%
O=C(O)CN1C(=O)/C(=C/c2ccsc2)SC1=S	19µM*	13	?	-4%	1%	1%	6	11	4%	0%	8%
O=C(Nc1cccnc1)c1cc(-c2ccco2)on1	6µM*	0	-2%	0%	0%	0%	-6	34[activator]	·	16%	-6%
CCCCN(C)CCn1c(=S)[nH]c2cc(OCC)c(OCC)cc2c1=O	-3%	0	0%	-3%	7%	-4%	1	5	-6%	11µM*	?
CC(C)N(C(=O)CSc1nnc(CNc2ccc(F)cc2)o1)C(C)C	-1%	0	17µM*	-4%	-3%	6%	-6	-4	6%	-20%	6%

Copied from the list:
CN(C(=O)c1ccncc1)c1nnc(-c2cnccn2)s1 in VP16 counter = 16%
Cc1ccc2cc(CN(CCCN3CCOCC3)C(=O)NC3CCCCC3)c(=O)[nH]c2c1C in KCNH2 3.1 inh = -1
